hIAP activ: increases human intestinal alkaline phosphatase activity | P09923 | purified human IAP, CDP-Star luminescence, 30 min; stronger effect = higher value; 1 = vehicle-only enzyme, 0 = enzyme-free background | activation factor at 10 µM | 330,000 tested, 0.16% active | AID 2524;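 active means activation factor of the enzyme at least 2-fold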; further: the source names both 10 and 20 µM as test concentration; values of inactives mirror those of a sister screen read the other way
Target sequence (P09923 whole entry, looked up): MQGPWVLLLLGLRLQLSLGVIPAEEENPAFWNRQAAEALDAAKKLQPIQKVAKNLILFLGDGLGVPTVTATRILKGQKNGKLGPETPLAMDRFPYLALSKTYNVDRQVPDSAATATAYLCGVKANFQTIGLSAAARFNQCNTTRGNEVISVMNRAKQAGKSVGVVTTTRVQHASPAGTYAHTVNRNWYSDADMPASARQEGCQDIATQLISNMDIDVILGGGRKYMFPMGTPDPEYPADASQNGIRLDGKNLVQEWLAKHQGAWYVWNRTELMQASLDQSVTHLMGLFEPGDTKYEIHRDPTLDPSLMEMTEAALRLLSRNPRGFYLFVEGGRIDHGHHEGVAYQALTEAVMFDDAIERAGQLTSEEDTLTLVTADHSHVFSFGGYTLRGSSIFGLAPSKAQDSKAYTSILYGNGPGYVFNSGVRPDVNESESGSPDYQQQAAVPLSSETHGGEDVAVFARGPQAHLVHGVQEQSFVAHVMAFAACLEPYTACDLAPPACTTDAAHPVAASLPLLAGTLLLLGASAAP
mIAP activ: increases mouse intestinal alkaline phosphatase activity | muIAP, CDP-Star luminescence, 30 min; stronger effect = higher value; 1 = vehicle-only enzyme signal, 0 = enzyme-free wells | activation factor at 10 µM | 330,000 tested, 0.24% active | AID 2805;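 active means activation factor of at least 2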; further: the source names both 10 and 20 µM as test concentration; values of inactives mirror those of a sister screen read the other way
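also added = chemiluminescent substrate CDP-Star | test system = mouse IAP enzyme | signal = chemiluminescence readout | compound = DMSO-dissolved test compounds | incubation = 30 min at room temperature | benchmarks = DMSO wells, no-enzyme wells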
mIAP inh: mouse IAP inhibition; purified mouse IAP, CDP-Star luminescence, 30 min; inhibition, % at 10 µM; 330,000 tested, 0.2% active; AID 2806;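 active means inhibition of at least 40% at 10 µM in the primary screen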;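 further: plate controls were DMSO with enzyme for no effect and no enzyme wells for full effect; values of inactives mirror those of a sister screen read the other way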
MPTP inh: blocks calcium-induced mitochondrial swelling. isolated mouse mitochondria, Ca2+ swelling absorbance, 30 min. inhibition, % at 10 µM. 360,000 tested, 1.4% active. AID 602449;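 active means inhibition of 50% or more, scaled per plate between neutral and stimulator controls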;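 further: 0% = DMSO wells given calcium and 100% = 1 mM EGTA wells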
APOBEC3A inh: blocks human APOBEC3A ssDNA deamination | inhibition, % at 20 µM | 330,000 tested, 0.41% active | recombinant A3A, FAM/TAMRA ssDNA deamination fluorescence | AID 493011;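 active means at least 40% inhibition at 20 µM here, with at most 30% in a related deaminase screen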;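 further: plate controls were A3A with DMSO for no effect and wells lacking A3A enzyme for full effect; some results filed as inactive read as strong as hits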
GRIN3A LBD mod: modulates the human NR3A ligand-binding domain; NR3A LBD differential scanning fluorimetry, Tm shift; 0% = protein alone, 100% = glycine-bound protein; Tm shift relative to glycine control, % at 25 µM; 340,000 tested, 2.5% active; AID 1259313;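 active means melting temperature shift of at least 10% of the positive control shift, at one fixed dose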
hIAP inh: blocks human intestinal alkaline phosphatase. P09923. purified IAP, CDP-Star luminescence, 30 min. inhibition, % at 10 µM. 330,000 tested, 0.12% active;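 active means inhibition reaching a set limit with compound at 10 µM in the primary screen, cut at about 35% in these data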;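 further: plate controls were DMSO wells with enzyme for no effect and no-enzyme buffer wells for full effect; values of inactives mirror those of a sister screen read the other way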
A3G deaminase: blocks human APOBEC3G single-stranded DNA deamination | Q9HC16 | recombinant A3G, ssDNA deamination FAM/TAMRA fluorescence | 330,000 tested, 0.28% active | inhibition, % at 20 µM;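 active means inhibition of at least 40% at 20 µM, with no more than 30% in the related APOBEC3A deaminase screen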;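 further: plate controls were DMSO wells with A3G for no effect and wells lacking A3G enzyme for full effect; some compounds called inactive have numbers as strong as hits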
Target sequence (Q9HC16 whole entry, looked up): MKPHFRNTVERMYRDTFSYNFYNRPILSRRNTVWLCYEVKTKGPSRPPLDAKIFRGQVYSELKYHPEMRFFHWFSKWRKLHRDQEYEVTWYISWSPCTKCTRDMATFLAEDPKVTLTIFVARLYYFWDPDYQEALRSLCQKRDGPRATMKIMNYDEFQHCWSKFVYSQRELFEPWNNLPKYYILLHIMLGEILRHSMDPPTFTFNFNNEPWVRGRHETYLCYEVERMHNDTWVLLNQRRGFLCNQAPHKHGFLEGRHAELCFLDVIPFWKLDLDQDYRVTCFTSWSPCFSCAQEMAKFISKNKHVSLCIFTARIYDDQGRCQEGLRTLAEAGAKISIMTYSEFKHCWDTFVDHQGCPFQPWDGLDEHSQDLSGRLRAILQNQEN
MIN6 prolif: inducers of beta-cell replication in MIN6 cells. MIN6 cells proliferation, ATPlite luminescence, 48 h; cells starved in 0.2% serum; 100% = growth in 10% serum. proliferation, % at 10 µM. 330,000 tested, 0.29% active;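 active means compounds whose signal lies at least 3.5 SD above the mean of all wells on their plate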;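 further: 0% = DMSO-treated cells in low-serum medium and 100% = 10% serum control; some compounds called inactive have numbers as strong as hits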
Active calls of the source: *.

SMILES	hIAP activ	mIAP activ	mIAP inh	MPTP inh	APOBEC3A inh	GRIN3A LBD mod	hIAP inh	A3G deaminase	MIN6 prolif
CCOc1ccccc1NC(=O)CN1CCC(NC(=O)Nc2ccccc2)CC1	1.8	3.5*	-249	1.0	0	-4	-81	-1	0
COc1coc(C(O)CN)cc1=O (stereo unspecified)	0.89	0.99	1	0.6	-1	-1	11	-10	0
O=C(CN1C(=O)COc2ccccc21)NCCCN1CCc2ccccc2C1	0.87	0.95	4	0.1	5	-2	13	4	-3
O=C(Nc1ccc2c(c1)OCO2)c1cccc(S(=O)(=O)N2CCOCC2)c1	1.2	0.97	3	0.0	1	0	-18	-1	-2
CC1CCCN(c2cc(N(C)CCO)c([N+](=O)[O-])c3nonc23)C1 (stereo unspecified)	0.72	0.79	21	-0.2	2	0	28	0	0
O=C(c1ccc(N2CCN(C(=O)c3ccc(F)c(F)c3)CC2)cc1)c1cccc(F)c1	1.1	1	-3	0.7	5	4	-7	19	-3
Cc1ccc(OCC(=O)c2cc(C)n(CC(F)(F)F)c2C)c([N+](=O)[O-])n1	1	0.88	12	-0.1	1	2	0	-11	-5
C/C(=N\Nc1nc(C)cc(-c2ccccc2)n1)c1ccc(F)cc1	0.94	0.94	6	1.6	-4	0	6	-5	-1
CCc1cccc2c(C(=O)Cn3nnc(-c4ccc(OC)c(OC)c4)n3)c[nH]c12	1.1	1	-1	-2.8	2	2	-14	1	-3
CC(C)(C)OC(=O)C[C@H]1C/C=C\C[C@@H](CC(=O)N(CCO)Cc2ccccc2)C(=O)N[C@@H](c2ccccc2)COC1=O	1.1	1.1	-15	0.1	1	-6	-7	-7	-2
Cn1c(=O)c2c(ncn2Cc2cc(-c3ccccc3)no2)n(C)c1=O	1.1	0.96	4	2.6	-2	-3	-7	-1	0
O=C(C1CCCN1S(=O)(=O)c1ccc(Cl)cc1)N1CCN(c2ccccc2)CC1 (stereo unspecified)	0.99	1	-3	0.6	0	-1	1	2	-1
O=C(NCCN1C(=O)C2C3C=CC(C3)C2C1=O)NCc1ccccc1 (stereo unspecified)	1.1	1	0	-0.9	-1	2	-9	-9	-3
CCc1ccc(C(=O)NNC(=O)Cn2c(=O)cnc3ccccc32)cc1	1.4	0.96	4	-0.6	0	-2	-41	-5	3
Cc1cccc(CCNC(=O)c2cccc(N3CCCC3=O)c2)c1	1.1	0.91	10	-0.9	-6	0	-12	-5	-4
CCOC(=O)C1(Cc2ccccc2)CCN(Cc2ccc3cc(NC(C)=O)ccc3n2)CC1	1.1	0.95	5	-0.6	0	-2	-14	-6	-1
CCOC(=O)Cc1csc(NC(=S)NC(=O)c2ccc(F)cc2)n1	1.1	1	-1	0.4	-1	1	-6	-2	-1
C/C(=N/Nc1ccccc1[N+](=O)[O-])c1ccc(C)c([N+](=O)[O-])c1	0.79	0.93	7	0.1	-1	0	21	-5	-6
Cc1ccc2[nH]c(=O)c(-c3nc4c(C)cccn4c3NCc3ccco3)cc2c1	1	0.96	4	-0.3	1	2	-3	-2	-1
CCS(=O)(=O)NC(C)C(c1cccs1)N1CCN(c2ccc(OC)cc2)CC1 (stereo unspecified)	0.97	1	-3	-0.9	-6	2	3	-7	-3
CCN(CC)CCN(C(=O)Cn1nnc(-c2ccc(OC)c(OC)c2)n1)C(C(=O)NC1CCCC1)c1ccc(F)cc1 (stereo unspecified)	0.88	1	-5	-0.8	-1	0	12	-2	-2
O=C(CCC1CCCN(C2C3CC4CC(C3)CC2C4)C1)NCc1ccc(F)c(F)c1 (stereo unspecified)	1.1	1.3	-30	-0.8	-2	0	-12	-5	-4
CN1C(=O)NC(c2ccccc2[N+](=O)[O-])C2=C1CC(C)(C)CC2=O (stereo unspecified)	0.91	0.96	4	-0.3	-3	2	9	-10	-2
O=C(NCCN1CCN(c2ccccc2)CC1)c1ccc(NC(=O)C2CCCO2)cc1 (stereo unspecified)	1	0.89	11	-1.6	0	-1	-3	-1	2
O=C(CCl)NCCCN(C(=O)C(Cl)Cl)c1ccc([N+](=O)[O-])cc1	1	1	-3	2.1	-3	0	-4	-7	-2
CC(C)C(=O)NCCCc1ccccc1	1.1	0.95	5	-0.1	2	-1	-14	-2	-2
COc1cc([C@H]2c3c(cc(OC)c(O)c3OC)C[C@@H](CO)[C@@H]2CO[C@@H]2O[C@H](CO)[C@@H](O)[C@H](O)[C@H]2O)cc(OC)c1O	1.1	1.2	-24	-1.7	3	0	-14	2	-3
Cc1ccc(N=C2NC(=O)C(CC(=O)NCc3ccccc3)S2)cc1C (stereo unspecified)	0.9	1	-1	-0.5	-1	-1	10	-5	0
Cc1cc(NC(=O)CS(=O)CC(=O)Nc2c(C)cccc2C)ccc1-n1cnnn1 (stereo unspecified)	0.92	1	-4	-1.3	-3	-1	8	-10	-4
O=C(NCc1ccccn1)C1(C(F)(F)F)C/C(=C\CCO)CCCO1 (stereo unspecified)	1.1	1.1	-10	-0.8	5	1	-9	25	-1
Cc1ccc(-c2nn3c(C)nnc3s2)cc1NC(=O)C(C)C	0.9	0.92	8	-0.4	1	-1	10	3	-1
COc1ccc(-c2nnn(CC(=O)N(CCCO)C(C(=O)NC3CCCC3)c3ccc(F)cc3)n2)cc1 (stereo unspecified)	1.1	0.93	7	3.1	0	1	-13	-8	-1
NC(=O)CCC(NS(=O)(=O)c1ccc(Cl)cc1)C(=O)NCc1ccc(Cl)cc1 (stereo unspecified)	0.99	1.1	-10	-1.8	2	0	1	-3	0
O=C(CNc1ccccc1Cl)Nc1cc(S(=O)(=O)N2CCOCC2)ccc1Cl	1.2	1.1	-10	-1.2	-2	-3	-22	1	2
NC(=S)NNc1cccc(Cl)c1	0.82	0.75	25	-0.3	-3	0	18	-4	-2
COc1ccc(N(CC(=O)Nc2cc(C(=O)O)ccc2C)S(=O)(=O)c2c(C)noc2C)cc1	0.96	1.1	-7	6.1	-1	0	4	-2	-1
CCOC(=O)c1c(NC(=O)CSc2nnc(-c3ccco3)o2)sc(C)c1C	0.94	0.88	12	6.4	-1	0	6	-9	3
CC(C)N(Cc1cc2ccccc2[nH]c1=O)C(=O)c1cccnc1	0.99	0.91	9	0.1	-5	5	1	-13	0
NC1=NC(=O)C(Cc2ccc(OC(F)(F)F)cc2)S1 (stereo unspecified)	1.1	1.1	-7	0.2	-4	0	-10	-1	1
COc1cccc(CNC(=O)Cn2cccc2)c1	1.1	1.1	-12	-0.8	-1	1	-14	-1	-1
Cc1cc(C)nc(N2CCC(C(=O)O)CC2)n1	1	1.1	-8	-0.7	-1	4	0	-6	-2
CCOC(=O)N1CCC(NC(=S)Nc2ccc3nc(N4CCN(C)CC4)cc(C)c3c2)CC1	0.99	1.2	-24	0.2	4	-2	1	0	0
CCC/C(=C1/C(=O)CC(C)(C)C(C(=O)OC)C1=O)N1CCCC1 (stereo unspecified)	0.83	0.97	3	3.7	-2	0	17	-6	-2
CCOc1ccc(C(=O)Nc2ccc3[nH]ncc3c2)cc1	1	0.97	3	0.3	-2	7	-1	-3	-5
Cc1cc(C)c(S(=O)(=O)NCc2ccncc2)c(C)c1	1.1	0.85	15	87*	-1	-1	-8	-5	-6
O=C(Nc1c(C(=O)NCc2ccco2)cnn1-c1ccccc1)c1ccc(F)cc1	1	1	-4	-0.5	4	1	-5	1	0
NS(=O)(=O)c1ccc(NC(=O)Nc2ccc3c(c2)OCO3)cc1	1	1.2	-24	2.5	-1	7	-2	-3	1
CCC1(c2ccccc2)NC(=O)N(CC(=O)N2CCN(S(=O)(=O)c3ccccc3)CC2)C1=O (stereo unspecified)	0.87	0.99	1	-0.1	0	0	13	-2	0
OC(COC(c1ccccc1)c1ccccc1)CN1CCCCC1 (stereo unspecified)	0.95	0.97	3	0.3	2	-1	5	1	1
COc1ccc(CC(=O)NCC2CCCN(Cc3ccc(F)c(OC)c3)C2)cc1 (stereo unspecified)	0.88	1	-2	-1.1	-3	-3	12	-6	-3

Continued; it opens with the three that closed the last part.
SMILES	hIAP activ	mIAP activ	mIAP inh	MPTP inh	APOBEC3A inh	GRIN3A LBD mod	hIAP inh	A3G deaminase	MIN6 prolif
CCC1(c2ccccc2)NC(=O)N(CC(=O)N2CCN(S(=O)(=O)c3ccccc3)CC2)C1=O (stereo unspecified)	0.87	0.99	1	-0.1	0	0	13	-2	0
OC(COC(c1ccccc1)c1ccccc1)CN1CCCCC1 (stereo unspecified)	0.95	0.97	3	0.3	2	-1	5	1	1
COc1ccc(CC(=O)NCC2CCCN(Cc3ccc(F)c(OC)c3)C2)cc1 (stereo unspecified)	0.88	1	-2	-1.1	-3	-3	12	-6	-3
Clc1cccc(Cl)c1C[n+]1ccc2ccccc2c1	1	1	-2	-0.9	-4	0	-2	-11	-4
Cc1nc(CSc2ccc(Cl)cc2)cs1	1	1	-2	-0.2	0	0	-2	-3	-5
O=C1CN(C(=O)CSc2ccc(-c3ccc(F)cc3)nn2)c2ccccc2N1	0.96	0.96	4	0.8	-1	-1	4	-5	-2
O=C(CCNC(=O)c1ccco1)NC(Cc1c[nH]c2ccccc12)C(=O)O (stereo unspecified)	0.95	0.84	16	0.1	-2	-2	5	-1	-2
COC(=O)Cn1cnc2c(nnn2-c2cccc(OC)c2)c1=O	1.2	1	-2	-0.5	-6	0	-15	1	-2
O=C(CNC(=O)C1CCCCC1)Nc1ccccc1	1.1	0.92	8	1.2	3	0	-5	0	-2
CCN1C(=O)/C(=C/N(C)C)c2ccccc21	0.98	1	-2	-2.3	0	-1	2	1	5
Cc1ccc(N2C(=O)C3N=NN(CC(=O)N4N=C(c5cccc6ccccc56)CC4c4ccccc4)C3C2=O)cc1 (stereo unspecified)	1	0.88	12	1.9	-5	-3	-2	-3	-5
Cc1cccc(OCC(=O)NC2CC(C)(C)NC(C)(C)C2)c1	0.88	0.89	11	1.8	-1	0	12	-8	-1
O=C(COC(=O)c1c(F)cccc1F)Nc1ccc2[nH]c(=O)[nH]c2c1	1.3	0.95	5	0.1	7	-1	-29	-1	0
CC(=O)N/C(=C\c1ccccc1)C(=O)OCC(=O)c1ccccc1	1.1	0.97	3	0.5	-1	2	-7	-5	0
COc1ccc(NC(=O)CN(c2ccc(Cl)cc2)S(C)(=O)=O)cc1OC	1.1	1.1	-6	1.4	-3	-1	-8	-6	2
COc1ccc(C2C(C#N)=C(N)Nc3nc4ccccc4n32)cc1 (stereo unspecified)	1.1	1	-1	0.3	0	9	-7	-5	0
N#Cc1ccc(OCC(=O)NC(=O)NC2CCS(=O)(=O)C2)cc1 (stereo unspecified)	0.98	1.1	-8	0.4	-2	0	2	-8	4
CCOC(=O)Cn1c(=O)sc2ccccc21	0.72	0.97	3	-2.7	0	1	28	-4	-2
Cc1ccc(NC(=O)CC2S/C(=N/N=C/C=C/c3ccccc3)NC2=O)cc1Cl (stereo unspecified)	0.99	0.98	2	-3.3	0	15*	1	0	0
Cc1nn(-c2ccccc2)c(Cl)c1C(=O)NCC(=O)O	0.92	1.1	-9	0.7	-20	4	8	-1	0
O=C(CSc1nnc(SCc2ccccc2)s1)N/N=C/c1c(Cl)cccc1Cl	0.95	0.96	3	4.4	-7	-2	5	-7	-1
CCOC(=O)C1CCCN(C(=O)c2cn(-c3ccccc3)nc2-c2cccnc2)C1 (stereo unspecified)	1	1	-4	-0.2	1	1	-2	6	1
